All columns: NCI-60 one-dose screen, growth in % after 48 h at 10 µM unless noted; 100 = growth as untreated, 0 = no growth, -100 = all killed.
NCI-H226 – NCI-H226 lung cancer. 3.5% of 79,000 active
SK-OV-3 – SK-OV-3 ovarian cancer cells; 3.2% of 80,000 active; AID 1794785
NCI-H23 – NCI-H23 lung cancer; 4% of 80,000 active; AID 1794731
SN12C – SN12C renal cancer cells | 3.8% of 81,000 active | AID 1794767
NCI/ADR-RES – NCI/ADR-RES ovarian cells; 4.4% of 81,000 active; AID 1794790
IGROV1 – IGROV1 ovarian cancer; 4.7% of 79,000 active
OVCAR-5 – OVCAR-5 ovarian cancer. AID 1794783. 2.9% of 82,000 active
OVCAR-3 – OVCAR-3 ovarian cancer; 7% of 79,000 active
OVCAR-4 – OVCAR-4 ovarian cancer cells; 3.7% of 80,000 active; AID 1794784
Starred values were filed as active, the others as inactive; . = no result given; & = joins results of further samples. Rule for the calls: active = growth percent below 10; inactive = the rest.

SMILES	NCI-H226	SK-OV-3	NCI-H23	SN12C	NCI/ADR-RES	IGROV1	OVCAR-5	OVCAR-3	OVCAR-4
O=C(O)Cc1ccc([N+](=O)[O-])cc1	102	102	107	95	104	99	115	116	118
O=C1OCC2=C1C(c1cccc(Cl)c1)c1cc3c(cc1N2CCO)OCCO3 (stereo not given)	-5.8*	26	20	30	0.2*	22	30	-52*	56
Cc1cc(C#Cc2ccccc2)ccc1-n1c(/C=C/c2cc(O)ccc2O)nc2ccccc2c1=O	-41*	-49*	-12*	-5.4*	6.4*	-13*	-25*	-46*	19
COc1ccc(/C=N/C2=NNC(C)(c3ccccc3O)N2C(Cc2c[nH]c3ccccc23)C(=O)O)cc1 (stereo not given)	53	47	23	34	35	17	69	30	33
COc1ccn(C)c(=O)n1	113	114	97	109	109	.	109	111	101
N#CC1=C(c2cccs2)Nc2c(c(-c3ccccc3)nn2-c2ccccc2)C12C(=O)Nc1ccccc12 (stereo not given)	13	28	14	55	62	51	58	13	29
COc1ccc2c(c1OCC#CC#Cc1ccsc1)C(=O)O[C@@H]2[C@H]1c2c(cc3c(c2OC)OCO3)CCN1C	83	76	80	94	81	81	92	100	79
O=C(Cn1cc(CN2CCN(c3ccnc4cc(Cl)ccc34)CC2)nn1)Nc1ccccc1F	92	78	106	97	107	105	111	107	100
O=C1NC(=S)NC(=O)C1=Cc1cccc(Cl)c1	109	105	101	105	104	.	111	130	107
CCCCCC(C)NCC(C)O (stereo not given)	107	102	99	106	109	114	101	119	106

Two records picked at random from those above, as already listed:
SMILES	NCI-H226	SK-OV-3	NCI-H23	SN12C	NCI/ADR-RES	IGROV1	OVCAR-5	OVCAR-3	OVCAR-4
COc1ccn(C)c(=O)n1	113	114	97	109	109	.	109	111	101
O=C1OCC2=C1C(c1cccc(Cl)c1)c1cc3c(cc1N2CCO)OCCO3 (stereo not given)	-5.8*	26	20	30	0.2*	22	30	-52*	56

Remaining list, next part.
SMILES	NCI-H226	SK-OV-3	NCI-H23	SN12C	NCI/ADR-RES	IGROV1	OVCAR-5	OVCAR-3	OVCAR-4
Fc1cc(COC2CCN(Cc3ccc4[nH]ncc4c3)CC2)ccc1Cl	75	82	.	92	89	93	89	93	95
CCN(CC)CC(O)c1cnc(-c2ccccc2)nc1C (stereo not given)	99	98	109	105	108	111	.	110	99
Cc1cc(=O)oc2cc(OCCOc3ccc(/C=C/C(=O)Nc4ccccc4F)cc3)ccc12	104	113	.	102	104	112	108	.	109
CC(=O)O[C@H]1CC[C@]2(C)[C@H]3CC[C@@H]4[C@H]5[C@H](C(C)C)CC[C@]5(C(=O)OCC(CO)(CO)N=C(N)N)CC[C@@]4(C)[C@]3(C)CC[C@H]2C1(C)C	91	91	78	14	77	24	99	19	88
COc1ccc(C(=O)c2cc(C)c(OC)c(C)c2)c(OC)c1O	7.5*	-10*	32	29	1.9*	26	47	-16*	41
Cc1ccc(S(=O)(=O)NCCCNc2cc(-c3cn(C(C)(C)C)nc3-c3ccccc3)ccn2)cc1	89	88	74	77	88	75	103	96	74
Cc1ccc(SC2c3ccc(Br)cc3Oc3nc(N)c(C#N)c(N)c32)cc1 (stereo not given)	87	94	84	95	95	60	131	87	84
CCCCC(=S)SSC(C)(C)C	102	103	104	98	104	114	99	112	106
CCCC(C)NCCOC(=O)Nc1ccccc1 (stereo not given)	104	102	106	108	114	95	109	100	111
O=C1c2ccccc2-c2c1c1c(NCCCO)nc3ccccc3c1n2Cc1ccccc1	21	24	35	19	3.4*	16	46	14	11
C1=C(c2ccc(-c3ccccc3)cc2)Nc2ccccc2S1	96	98	94	98	106	79	106	99	85
Cn1nc(SCc2ccccc2)c(=O)n(C(c2ccccc2)c2ccccc2)c1=O	89	108	82	97	88	.	107	93	.
C[C@@H](C[C@H](CCO)c1ccccc1)c1csc2ccccc12	88	101	99	88	102	92	85	105	84
Cn1c(=O)[nH]c2nc(SC/C(=N/O)c3ccc(Cl)cc3)[nH]c2c1=O	90	.	104	106	106	103	101	101	106
CC(C)(C)N1COCC(COc2ccc(Cl)cc2)OC1 (stereo not given)	100	125	100	92	102	103	103	119	99
CC[N+](CC)(CC)CC	100	90	101	116	111	108	106	107	112
CC(C)(C)C1CCC(C(=O)O)CC1 (stereo not given)	108	96	106	99	108	120	90	126	110
CCOP(=O)(OCC)c1nc(-c2ccccc2)oc1N(C)CC(O)C(O)C(O)C(O)CO (stereo not given)	105	106	104	96	112	103	101	111	100
O=S1(=O)N=C(Cl)c2ccccc21	100	120	101	96	103	101	105	104	113
Cc1ccc2c(n1)C(=O)C(Cl)=C(Nc1cccc(C(=O)OC(C)(C)C)c1)C2=O	83	97	74	94	94	88	130	37	66
CC(C)OC(=O)COc1ccc(F)cc1F	98	89	105	96	106	115	106	117	80
COc1cc(/C=C\c2cc(/C=C\c3ccc(O)c(OC)c3)n(C(=O)CNc3ccc(Cl)cc3)n2)ccc1O	51	21	24	22	21	37	87	23	57
CCCSc1nc(Oc2ccccc2/C=C2/SC(=O)NC2=O)c(C#N)c(-c2ccc(OC)cc2)n1	99	111	98	96	97	98	109	.	93
O=C1NC(=O)C2C3C=CC(C3)C12 (stereo not given)	102&107	99&112	97&103	106	99&98	104&100	106&97	106&124	85&100
CCOC(=O)[C@H](CCc1ccccc1)N[C@@H](C)C(=O)N1CCC[C@H]1C(=O)O	98	104	103	91	102	101	.	103	113
CCCOc1ccc(N2CCN(c3ncnc4c3ncn4Cc3nnc4c5ccccc5c(Cl)nn34)CC2)cc1	75	103	73	81	78	77	101	84	85
C[C@H](Nc1ncnc2ccc(-c3cnc(Cl)c(NS(C)(=O)=O)c3)cc12)c1ccccc1	1.6*	-66*	-5.8*	13	7.7*	-29*	-15*	-66*	0.6*
O=S(=O)(Nc1cc(Sc2cccc3cccnc23)c(O)c2ccccc12)c1ccc(F)cc1	44	51	18	-15*	3.3*	1.5*	39	-88*	-99*
NCCCOc1cc2ccccc2cc1C(=O)Nc1ccc(Cl)cc1OC(=O)c1cc2ccccc2cc1OCCCN	-58*	-91*	-72*	-41*	-61*	.	-93*	-99*	-74*
COC(=O)C1(CC(=O)C(C)(C)C)NC(=S)NC(=O)C1C#N (stereo not given)	88	107	104	101	101	107	101	111	105
CN(C)C(=O)c1cccc(NC(=O)Oc2ccccc2)c1	95	101	105	95	107	105	96	108	109
CCCCCCCCCCCC/C=C\C1CC(=O)OC1=O (stereo not given)	99	99	103	102	103	71	93	113	116
Cc1ccc(S(=O)(=O)N(c2cc(C(C)(C)C)nn2C)S(=O)(=O)c2ccc(C)cc2)cc1	66	112	.	81	81	80	102	92	79
Clc1ccc(Nc2nnc(COc3ccccc3)c3ccccc23)cc1	1.8*	9.2*	4.2*	17	-1.1*	16	23	-35*	18
C[C@@H]1CN(c2cnc(C(=O)Nc3cc(F)cc4cccnc34)cn2)C[C@H](C)N1	45	86	63	83	66	79	84	40	13
CCOC(=O)C1CCC(OC(C)=O)C(OC2CC(C(=O)OCC)CCC2OC(C)=O)C1 (stereo not given)	109	105	94	98	98	116	91	96	109
CCOC(=O)C(Cc1ccc(OC)cc1)C(=O)OCC	66	50	18	40	18	28	72	2.4*	56
Brc1ccc(-c2cc3c(cc2C2SCCS2)OCO3)cc1	90	99	98	100	95	93	88	94	87
N#C/C(=C\c1ccc(Cl)cc1)C(=O)Nc1cc(-c2ccccc2)nn1-c1ccccc1	103	100	99	93	98	96	104	115	99
CS(=O)(=O)c1ncc(Br)c(Cl)n1	104	101	104	99	106	104	116	122	117

13 of the compounds above, in markdown.
| molecule | NCI-H226 | SK-OV-3 | NCI-H23 | SN12C | NCI/ADR-RES | IGROV1 | OVCAR-5 | OVCAR-3 | OVCAR-4 |
| --- | --- | --- | --- | --- | --- | --- | --- | --- | --- |
| CCOC(=O)[C@H](CCc1ccccc1)N[C@@H](C)C(=O)N1CCC[C@H]1C(=O)O | 98 | 104 | 103 | 91 | 102 | 101 | . | 103 | 113 |
| CCCOc1ccc(N2CCN(c3ncnc4c3ncn4Cc3nnc4c5ccccc5c(Cl)nn34)CC2)cc1 | 75 | 103 | 73 | 81 | 78 | 77 | 101 | 84 | 85 |
| C[C@H](Nc1ncnc2ccc(-c3cnc(Cl)c(NS(C)(=O)=O)c3)cc12)c1ccccc1 | 1.6* | -66* | -5.8* | 13 | 7.7* | -29* | -15* | -66* | 0.6* |
| O=S(=O)(Nc1cc(Sc2cccc3cccnc23)c(O)c2ccccc12)c1ccc(F)cc1 | 44 | 51 | 18 | -15* | 3.3* | 1.5* | 39 | -88* | -99* |
| NCCCOc1cc2ccccc2cc1C(=O)Nc1ccc(Cl)cc1OC(=O)c1cc2ccccc2cc1OCCCN | -58* | -91* | -72* | -41* | -61* | . | -93* | -99* | -74* |
| COC(=O)C1(CC(=O)C(C)(C)C)NC(=S)NC(=O)C1C#N (stereo not given) | 88 | 107 | 104 | 101 | 101 | 107 | 101 | 111 | 105 |
| CN(C)C(=O)c1cccc(NC(=O)Oc2ccccc2)c1 | 95 | 101 | 105 | 95 | 107 | 105 | 96 | 108 | 109 |
| CCCCCCCCCCCC/C=C\C1CC(=O)OC1=O (stereo not given) | 99 | 99 | 103 | 102 | 103 | 71 | 93 | 113 | 116 |
| Cc1ccc(S(=O)(=O)N(c2cc(C(C)(C)C)nn2C)S(=O)(=O)c2ccc(C)cc2)cc1 | 66 | 112 | . | 81 | 81 | 80 | 102 | 92 | 79 |
| Clc1ccc(Nc2nnc(COc3ccccc3)c3ccccc23)cc1 | 1.8* | 9.2* | 4.2* | 17 | -1.1* | 16 | 23 | -35* | 18 |
| C[C@@H]1CN(c2cnc(C(=O)Nc3cc(F)cc4cccnc34)cn2)C[C@H](C)N1 | 45 | 86 | 63 | 83 | 66 | 79 | 84 | 40 | 13 |
| CCOC(=O)C1CCC(OC(C)=O)C(OC2CC(C(=O)OCC)CCC2OC(C)=O)C1 (stereo not given) | 109 | 105 | 94 | 98 | 98 | 116 | 91 | 96 | 109 |
| CCOC(=O)C(Cc1ccc(OC)cc1)C(=O)OCC | 66 | 50 | 18 | 40 | 18 | 28 | 72 | 2.4* | 56 |

Going on with the list.
SMILES	NCI-H226	SK-OV-3	NCI-H23	SN12C	NCI/ADR-RES	IGROV1	OVCAR-5	OVCAR-3	OVCAR-4
COc1ccc(/C=N\NC(=O)N/N=C/c2ccc(OC)cc2)cc1	105	102	97	105	98	117	110	145	.
O=C1CCC(N2C(=O)c3cccc(NCCCC4CCN(CCNC(=O)c5cc6c(o5)C(=O)c5ccccc5C6=O)CC4)c3C2=O)C(=O)N1 (stereo not given)	-69*	.	-60*	-95*	20	-50*	-98*	-91*	-99*
COCCn1cc(-c2nc(-c3cn(CCOC)c4ncccc34)cs2)c2ccccc21	87	63	56	107	95	37	46	17	23
O=C1c2ccccc2-c2ccc(-c3ccc4c5c(cccc35)C(=O)c3ccccc3-4)c3cccc1c23	105	99	106	105	102	107	104	109	102
COc1ccc(/C=C/C(=O)c2ccc(NC(=O)N3CCN(c4cc5c(cc4F)c(=O)c(C(=O)O)cn5C4CC4)CC3)cc2)cc1	92	107	105	97	107	94	100	115	108
COc1ccc(/C=C/C(=O)C(=O)/C=C/c2ccc(OC)c(OC)c2)cc1OC	39	98	22	2.8*	72	10	60	3.9*	62
O=C(Oc1cccnc1)c1sccc1Nc1ccnc(C(F)(F)F)c1	105	102	44	79	85	85	102	114	86
O=c1nc(Oc2ccccc2)nc2ncccn12	98	100	97	88	.	87	94	99	92
O=C1/C(=C/C=C/c2ccco2)SC(=S)N1CCc1ccccc1	88	107	101	90	101	93	96	.	93
N#CC1C(=O)NC(c2ccccc2)=CC1c1ccccc1 (stereo not given)	104	112	99	95	108	81	108	134	108
Clc1ccc(N=C(Nc2ccc(Cl)cc2)c2ccccc2)cc1	100	95	99	85	97	80	96	106	93
COc1cccc(-c2nc3[nH]nc(SC)c3c(=O)[nH]2)c1	98	106	100	93	109	105	112	121	126
Cc1cc(Cc2cc(C)c(O)c(C)c2)cc(C)c1O	97	53	74	65	19	45	106	28	77
CN(C)/C=C1\SC(=Nc2ccc(Cl)cc2)NC1=O	.	104	103	92	102	102	96	107	108
COc1cc(-c2nc3sccn3c2-c2ccnc(S(C)(=O)=O)n2)ccc1F	94	113	92	89	96	98	98	.	98
Cn1c(N)c(C=O)c(=O)n(C)c1=O	104	125	97	104	103	110	100	121	114
COC1=CC(C)C2CC3OC(=O)CC4C(C)=C(OC)C(=O)C(C2(C)C1=O)C34C (stereo not given)	102	95	99	104	111	95	117	107	114
CC(=O)Nc1ccc(S(=O)(=O)Nc2ccc(NS(=O)(=O)c3ccc(NC(C)=O)cc3)cc2)cc1	99	108	98	104	102	98	103	103	119
COc1cc(-c2nc(C(=O)NCCC(=O)O)nn2-c2ccc(Cl)cc2)cc(OC)c1OC	106	104	96	.	108	96	98	104	109
